Neddylation inh – blocks human cullin neddylation; P61081+Q13564; TR-FRET cullin neddylation, biochemical; calls only at 25 µM; actives 0.58% (n = 360,000); AID 651699; in the data active = inhibition above about 36%
Target sequence (P61081 whole entry, looked up): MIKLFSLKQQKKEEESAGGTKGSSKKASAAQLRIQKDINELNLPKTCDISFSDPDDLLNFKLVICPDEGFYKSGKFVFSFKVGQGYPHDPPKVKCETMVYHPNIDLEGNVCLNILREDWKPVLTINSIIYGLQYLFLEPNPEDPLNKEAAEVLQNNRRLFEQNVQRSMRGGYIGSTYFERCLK
Target sequence (Q13564 whole entry, looked up): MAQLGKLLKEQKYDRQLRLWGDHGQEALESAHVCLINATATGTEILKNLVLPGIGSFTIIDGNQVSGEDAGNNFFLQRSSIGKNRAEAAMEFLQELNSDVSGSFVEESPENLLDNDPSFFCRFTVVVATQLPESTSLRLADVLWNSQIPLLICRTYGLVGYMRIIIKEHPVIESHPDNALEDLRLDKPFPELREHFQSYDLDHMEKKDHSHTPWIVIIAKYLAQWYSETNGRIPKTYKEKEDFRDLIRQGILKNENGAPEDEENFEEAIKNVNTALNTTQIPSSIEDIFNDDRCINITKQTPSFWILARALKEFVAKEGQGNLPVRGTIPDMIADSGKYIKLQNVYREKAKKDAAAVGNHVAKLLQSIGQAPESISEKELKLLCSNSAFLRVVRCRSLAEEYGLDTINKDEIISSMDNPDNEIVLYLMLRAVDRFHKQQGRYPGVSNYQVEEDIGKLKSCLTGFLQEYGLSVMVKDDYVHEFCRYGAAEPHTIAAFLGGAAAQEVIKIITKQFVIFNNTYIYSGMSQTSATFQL
MsrA inh – bovine MsrA inhibition | purified bovine MsrA, absorbance read-out | inhibition, % at 15.5 µM | actives 0.75% (n = 360,000) | AID 651718; in the data active = inhibition above about 4.5%;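 also: 0% = vehicle wells with enzyme and 100% = reference inhibitor wells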
TbMetRS inhib – Trypanosoma brucei MetRS inhibition. purified T. brucei MetRS, ATP depletion, Kinase-Glo luminescence. inhibition, % at 11.9 µM. actives 0.4% (n = 360,000). AID 624268;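 active = inhibition above a per-plate cutoff of the control wells' mean inhibition plus 3 SD, cut at about 5.5% in these data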;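 also: 0% = DMSO wells median and 100% = median of wells with control inhibitor compound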
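Material – parasite MetRS enzyme · Medium – HEPES-MgCl2-KCl buffer plus DTT, spermine, BSA, pyrophosphatase · Reagent – ATP, methionine and E. coli bulk tRNA substrates · Times – 15 min enzyme-compound preincubation, 2 h reaction, 10 min detection, 25 °C · Measured by – luminescence of leftover ATP · Evaluation – percent inhibition relative to median high and low control wells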
FAS TE block – blocks the thioesterase domain of human fatty acid synthase; P49327; recombinant FAS-TE, OMFH fluorogenic substrate, fluorescence endpoint; inhibition, % at 15 µM; actives 0.67% (n = 360,000); AID 602261;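 active = compounds whose normalised, plate-corrected inhibition of enzyme fluorescence in the single-dose primary screen is 50% or more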;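 also: 0% = DMSO with enzyme and 100% = substrate without enzyme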
PABP1 MLLE inh – blocks PAM2 peptide binding to the PABP1 MLLE domain; actives 0.36% (n = 360,000); P11940; inhibition, % at 20 µM; AID 588489; GST-MLLE / FITC-PAM2 fluorescence polarization; in the data active = inhibition above about 35%, passing the limit was not always enough;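 also: plate controls were DMSO wells with GST-MLLE for no effect and wells lacking GST-MLLE protein for full effect; some results filed as inactive read as strong as hits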
Rin1-Abl PPI inh – blocks binding of human Rin1 to Abl | TR-FRET Rin1/Abl binding, biochemical | inhibition, % at 7.35 µM | actives 0.4% (n = 360,000) | AID 588664; in the data active = inhibition above about 5%, passing the limit was not always enough
MsrA act – activators of bovine methionine sulfoxide reductase A. purified bovine MsrA, absorbance read-out. activation, % at 10.6 µM. actives 0.3% (n = 360,000). AID 602163; in the data active = activation above about 7.5%;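 also: 0% = vehicle and 100% = reference activator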
E coli Lon inh – inhibitors of E. coli Lon protease | purified E. coli Lon protease, fluorescence polarization | inhibition, % at 7.94 µM | actives 0.42% (n = 360,000); in the data active = inhibition above about 13%, passing the limit was not always enough;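 also: 0% = enzyme with probe and DMSO and 100% = no enzyme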
CSN inh – inhibitors of human CSN-mediated cullin deneddylation; inhibition, % at 12.5 µM; Purified CSN, SCF-Nedd8-OG deneddylation, fluorescence polarization; actives 0.38% (n = 360,000); AID 651999; Q92905;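 active = pattern-corrected inhibition above about 35%, with an unprinted fluorescence ratio check between 0.5 and 1.5, limit read from the data, passing the limit was not always enough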;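 also: 0% = enzyme with substrate and 100% = substrate without enzyme; some results filed as inactive read as strong as hits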
Target sequence (Q92905 whole entry, looked up, one chain of several): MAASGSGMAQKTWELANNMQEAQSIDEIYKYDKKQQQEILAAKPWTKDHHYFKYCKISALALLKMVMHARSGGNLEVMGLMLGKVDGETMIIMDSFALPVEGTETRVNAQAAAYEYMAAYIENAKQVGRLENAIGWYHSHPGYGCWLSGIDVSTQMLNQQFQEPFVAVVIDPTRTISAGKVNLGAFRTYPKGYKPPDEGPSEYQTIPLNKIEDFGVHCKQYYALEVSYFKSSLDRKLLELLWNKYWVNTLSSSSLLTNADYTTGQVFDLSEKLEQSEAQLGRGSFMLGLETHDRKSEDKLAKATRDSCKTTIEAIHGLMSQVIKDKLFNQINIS
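Material: human Csn5 produced in HEK293T cells; Input: enzyme 0.24 nM; Reagent: SCFSkp2-Nedd8OG substrate at 10 nM final; Dosing: 12.5 µM compound; Incubation: 90 min reaction at room temperature; Detection: fluorescence polarization of the substrate; Evaluation: % inhibition of substrate cleavage by Csn5; Control set: substrate-only high control, full reaction low control.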
* marks the source's active call; other numbers are inactive results; i = inactive; · = not tested or not shown. Compounds as they come; any-hit rate near 4%.

SMILES | Neddylation inh | MsrA inh | TbMetRS inhib | FAS TE block | PABP1 MLLE inh | Rin1-Abl PPI inh | MsrA act | E coli Lon inh | CSN inh
O=C(COC(=O)c1cccc(S(=O)(=O)NCc2ccccc2)c1)Nc1ccccc1OC(F)F | i | -0.5 | -0.8 | 17 | 0 | -1 | 0 | -3 | -1
NC(=O)COc1ccc(/C=N/NC(=O)C2CCCN2S(=O)(=O)c2ccc(Cl)cc2)cc1 (centres undefined) | i | -1.1 | -1.2 | 2 | 3 | 0 | 8.7* | -6 | -2
CCN(CC)CCC(=O)N1c2ccccc2Sc2ccc(NC(=O)OC)cc21 | i | -0.4 | 0.0 | -4 | -6 | -1 | -3 | 4 | 1
C[C@H]1CN([C@@H](C)CO)S(=O)(=O)c2ccc(Br)cc2O[C@H]1CN(C)C(=O)c1cccnc1 | i | 0.1 | -0.5 | 0 | -2 | 2 | -4 | -6 | 5
C=CCn1c(SCC(=O)c2[nH]c(C)c(C(=O)OCC)c2C)nc2scc(-c3ccc(OC)c(OC)c3)c2c1=O | i | 1.5 | -0.3 | -9 | 5 | -1 | -2 | 1 | -3
N#Cc1ccccc1OCC(=O)NNC(=O)CNC(=O)c1cccc(Br)c1 | i | 0.1 | -0.7 | -2 | -10 | 2 | -8 | 0 | 2
COc1ccc(C2C(C#N)=C(N)Oc3cc(C)n(CCN4CCOCC4)c(=O)c32)cc1OC (centres undefined) | i | -0.3 | -1.1 | -5 | -3 | -2 | -12 | -6 | -2
Cc1ccc(S(=O)(=O)c2nnn3c2nc(N2CCOCC2)c2ccccc23)cc1 | i | -0.4 | 0.2 | 37 | 19 | 6 | -1 | -19 | -3
Cc1ccc(-c2nc3ccccc3s2)cc1S(=O)(=O)N1CCOCC1 | i | 0.1 | -0.4 | 25 | 14 | 1 | -4 | 3 | -13
Cc1cc(C(=O)NC(C)c2ccncc2)no1 (centres undefined) | i | · | -1.3 | -10 | -5 | -2 | -11 | -1 | -6
Cc1ccc(NC(=O)c2nsc(Cl)c2Cl)cc1 | i | 0.8 | -0.3 | -5 | 12 | -3 | -1 | 2 | -7
CC(C)N1C(=O)CCC1C(=O)NCCc1ccccc1 (centres undefined) | i | 1.7 | -0.4 | -5 | -7 | -3 | 0 | 0 | -5
O=C(NCCCCc1ccccc1)C1CC(c2ccccc2[N+](=O)[O-])=NO1 (centres undefined) | i | -1.0 | -0.2 | 6 | 0 | 2 | 2 | -9 | 3
CC(=O)Nc1ccc2nc(NC(=O)c3ccco3)sc2c1 | i | 3.4 | -2.1 | -3 | 5 | 1 | -13 | 7 | 4
COC(=O)C1=CN(C2CC2)C=C(C(=O)OC)C1c1ccc(C(=O)OC)cc1 | · | 1.0 | 0.7 | 9 | 9 | 1 | -3 | 1 | 1
CC(C)(C)S(=O)(=O)c1cnc2c(-c3ccsc3)cnn2c1N | · | -0.3 | 0.8 | 4 | 10 | 2 | -3 | -3 | -5
C[C@H]1CN([C@@H](C)CO)C(=O)c2cccc(NS(=O)(=O)c3ccc(Cl)cc3)c2O[C@@H]1CN(C)CC1CCCCC1 | i | -0.9 | -0.1 | -5 | 7 | 5 | 3 | -11 | -4
CC(C)C1Oc2ccccc2N(CC(=O)N(Cc2ccccn2)CC2CCCO2)C1=O (centres undefined) | i | -0.8 | 0.1 | -5 | 0 | -2 | -4 | 0 | 5
Cc1cc(C)n(-c2cc(Oc3ccccc3)ncn2)n1 | i | -0.7 | -0.1 | 5 | 2 | 6 | 0 | 0 | 4
CNS(=O)(=O)c1cccc(C(=O)OCC(=O)c2ccc[nH]2)c1 | i | 0.6 | 0.2 | -5 | -2 | 2 | 4 | -8 | 1
CCc1nnc(NC(=O)CSc2nc(C3CCCCC3)nc3ccccc23)s1 | i | 0.9 | -0.4 | -2 | 26 | -12 | 3 | -3 | 3
CC(Sc1nc2ccccc2s1)C(=O)c1c(N)n(C)c(=O)n(C)c1=O (centres undefined) | i | 0.6 | 0.7 | -6 | 8 | 1 | -3 | -4 | 1
Cc1ccc(C)c(N2CCN(C(=O)c3ccc(Cl)c(NC4=NC5CS(=O)(=O)CC5S4)c3)CC2)c1 (centres undefined) | i | -1.3 | 0.0 | 1 | -124 | 3 | -3 | 2 | 0
COC(=O)c1c(NC(=O)CCl)sc(C(=O)N2CCOCC2)c1C | i | 0.5 | -0.1 | -1 | 7 | 0 | -4 | -6 | 5
O=C(CCNS(=O)(=O)c1ccc(Br)s1)Nc1ccc(Cl)cc1 | i | 0.0 | 78* | 19 | 6 | 4 | -4 | -8 | 5
CC(C)(C)NC(=O)C(c1cccs1)N(Cc1ccc(F)cc1)C(=O)c1csnn1 (centres undefined) | i | 1.6 | 0.5 | 4 | -10 | -2 | -2 | -3 | 0
CCc1sc(C(=O)Nc2ccc(OC)c(S(=O)(=O)N3CCOCC3)c2)cc1C | i | -0.3 | -0.2 | 1 | 14 | 0 | -3 | -4 | -2
COc1ccc2[nH]c(=O)c(CN(CC3CCCO3)C(=S)Nc3cccc(C)c3)cc2c1 (centres undefined) | i | 0.0 | 0.5 | 11 | -112 | 0 | -2 | -2 | 2
CCOC(=S)SCC(=O)Nc1nc(-c2ccc(Br)cc2)cs1 | i | 0.7 | 0.5 | -168 | 14 | -1 | -3 | -7 | 8
CC1(C)Cc2cccc(OCC(=O)OCC(=O)Nc3ccc(S(N)(=O)=O)cc3)c2O1 | i | -0.1 | -0.3 | -4 | -39 | 1 | 1 | -1 | -3
CCOC(=O)C1=CN(C)CCC1=O | i | 0.1 | -0.5 | -4 | 1 | -4 | -2 | -2 | -4
Cc1c(C(=O)Nc2nccs2)oc2c(Cl)cccc12 | i | 1.4 | -0.4 | 1 | -13 | -7 | -2 | -6 | -2
O=C(O)CCn1cnc2ccccc2c1=O | i | -0.1 | -0.6 | -6 | -5 | 0 | 1 | -8 | 0
CCOc1ccc2nc(COC(=O)c3cccs3)c(C(=O)c3ccccc3)[n+]([O-])c2c1 | i | 0.7 | -0.9 | 22 | 7 | 2 | -5 | -4 | -5
CC1=NN(c2ccccc2)C(=O)/C1=C\N(O)c1ccccc1 | i | 1.4 | -0.3 | 9 | 33 | 0 | -2 | 0 | 5
CC(C)CC(C)N1CCC(n2nccc2NC(=O)CCc2ccccc2)CC1 (centres undefined) | i | -0.5 | 0.0 | -4 | 1 | 3 | -1 | -13 | -3
CC12CC3(C)CC(C)(C1)CC(C(=O)NCc1ccccn1)(C2)C3 | i | 1.6 | -0.3 | 1 | -3 | 3 | 2 | -5 | 1
Cc1onc(-c2ccccc2)c1C(=O)Nc1nnc(CC(C)C)s1 | i | -0.8 | 0.3 | -6 | 6 | -1 | -3 | -4 | 7
CC(=O)NC1(C)CCC2CC1C(C)=NC2(C)C (centres undefined) | i | -0.5 | 0.1 | -4 | 2 | 0 | -3 | 1 | 4
COc1ccc(NC(=O)[C@@H]2[C@@H]3C(=O)N(C4CCCCC4)C(=O)[C@@H]3C3c4ccccc4C=CN32)cc1 (some centres undefined) | i | 2.7 | -0.9 | -19 | -22 | 0 | -5 | -48 | 9

Three entries already listed, ordered by SMILES length, descending:
SMILES | Neddylation inh | MsrA inh | TbMetRS inhib | FAS TE block | PABP1 MLLE inh | Rin1-Abl PPI inh | MsrA act | E coli Lon inh | CSN inh
C=CCn1c(SCC(=O)c2[nH]c(C)c(C(=O)OCC)c2C)nc2scc(-c3ccc(OC)c(OC)c3)c2c1=O | i | 1.5 | -0.3 | -9 | 5 | -1 | -2 | 1 | -3
CCc1sc(C(=O)Nc2ccc(OC)c(S(=O)(=O)N3CCOCC3)c2)cc1C | i | -0.3 | -0.2 | 1 | 14 | 0 | -3 | -4 | -2
Cc1onc(-c2ccccc2)c1C(=O)Nc1nnc(CC(C)C)s1 | i | -0.8 | 0.3 | -6 | 6 | -1 | -3 | -4 | 7

(list continues)
SMILES | Neddylation inh | MsrA inh | TbMetRS inhib | FAS TE block | PABP1 MLLE inh | Rin1-Abl PPI inh | MsrA act | E coli Lon inh | CSN inh
CSC(=NNC(=O)c1ccc(O)cc1)SC | i | 0.3 | -0.9 | -8 | -43 | -4 | -3 | -7 | -1
CN1CCN(CCC(=O)N/N=C/c2cc3c(cc2[N+](=O)[O-])OCO3)CC1 | i | 0.8 | -0.1 | -7 | 1 | 1 | -1 | 1 | 0
COc1ccc(/C=N/NC(=O)c2cc(OC)c(OC)c(OC)c2)cc1CN1CCc2cc(OC)c(OC)cc2C1C (centres undefined) | i | 1.2 | -1.0 | -5 | -23 | -1 | -1 | 3 | 6
COc1ccc(CCN(C(=O)c2ccc(F)cc2)C2=CC3CCC(C2)N3C)cc1OC (centres undefined) | i | -1.1 | -1.1 | 0 | -2 | -2 | -1 | 11 | 0
COc1ccc(-c2noc(CCC(=O)Nc3cccnc3)n2)cc1 | i | -0.1 | -0.5 | -4 | 11 | 3 | -6 | 4 | 2
COc1ccccc1NC(=O)CN1CCN(CC(=O)Nc2ccc3c(c2)OCO3)CC1 | i | 2.0 | -1.4 | -2 | -2 | 2 | -6 | -5 | 0
CCOP(=O)(OCC)c1nc(-c2ccc(OC)cc2)oc1N1CCOCC1 | · | -0.4 | 0.4 | -5 | 0 | -2 | -2 | 0 | -1
CCOc1ccc(C(=O)Nc2ccc(CN3CCOCC3)cc2)cc1Br | i | -0.2 | 1.8 | 3 | 4 | 1 | -6 | 6 | 0
CCN1CCN(CCCNC(=O)c2cc3sccc3n2CC)CC1 | i | 0.3 | 0.5 | -4 | -5 | 1 | -2 | -4 | -1
CCCn1cc(SCC(=O)NCc2ccc3c(c2)OCO3)c2ccccc21 | i | -1.1 | 0.0 | 10 | 6 | 0 | 0 | -9 | -4
Cc1no[n+]([O-])c1COc1ccc(/C=C2\NC(=S)NC2=O)cc1 | · | 2.5 | -1.9 | · | · | -5 | -13 | -12 | ·
Cc1ccccc1OCCC(=O)N1CCN(S(=O)(=O)c2ccc(Cl)cc2)CC1 | i | 0.6 | -0.4 | 25 | -19 | -2 | 1 | -7 | -2
C=CCn1c(Cc2cccc3ccccc23)n[nH]c1=S | i | -1.4 | -1.8 | -10 | -29 | 6 | -10 | 2 | -7
CNc1snc(C)c1C(=O)OCC(=O)N(C)Cc1ccccc1 | i | -0.9 | -0.2 | -2 | 9 | 1 | -1 | 1 | -2
Cc1ccc(N2CC(C(=O)Nc3nnc(C)s3)CC2=O)cc1 (centres undefined) | i | -0.4 | -0.6 | -7 | 4 | 2 | -4 | -2 | 1
CN(c1ccc(O)cc1)c1nc(-c2cccnc2)cs1 | i | 0.2 | -0.5 | 0 | 12 | -3 | -8 | 6 | 3
Cc1ccc2c(CC(=O)NCC(=O)Nc3c(C)cccc3C)coc2c1 | i | -0.7 | 0.2 | -2 | 9 | 3 | -4 | -1 | 7
Cc1ccc(CN=c2c([N+](=O)[O-])nn(-c3ccc4c(c3)OCCO4)n2O)cc1 | i | 0.6 | 0.7 | 21 | 4 | 1 | -2 | 5 | 5
Cc1c(NC(=O)c2ccc(N(C)S(C)(=O)=O)cc2)c(=O)n(-c2ccccc2)n1C | i | 0.6 | -0.8 | -6 | 10 | 1 | -3 | 4 | 2
COc1ccccc1NC(=S)NCc1ccccc1 | i | -0.7 | -0.3 | -3 | -12 | -3 | -1 | -11 | 1
CCCC(CCC(=O)OC)(C(=O)OCC)c1csc(N)n1 (centres undefined) | i | 0.5 | -0.9 | -9 | 12 | 2 | -12 | -1 | -6

Screens as filed in PubChem BioAssay.
